MITF inh: blocks human microphthalmia-associated transcription factor. O75030. AlphaScreen MITF homodimerization, bead proximity signal. inhibition, % at 2.6 µM. 650,000 compounds, 0.91% hits. AID 1259374; in the data active = inhibition above about 50%;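 note: 0% = vehicle wells with protein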
FBW7 activator: activators of human E3 ligase FBW7. AlphaScreen FBW7–phospho-cyclin E peptide binding, activator screen. normalized activity (activation), % at 26.1 µM. 650,000 compounds, 0.13% hits. AID 1259310; in the data active = normalized activity above about 1.9%;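 note: purified mutant Fbw7 with reduced substrate affinity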
Target sequence (Q969H0 whole entry, looked up): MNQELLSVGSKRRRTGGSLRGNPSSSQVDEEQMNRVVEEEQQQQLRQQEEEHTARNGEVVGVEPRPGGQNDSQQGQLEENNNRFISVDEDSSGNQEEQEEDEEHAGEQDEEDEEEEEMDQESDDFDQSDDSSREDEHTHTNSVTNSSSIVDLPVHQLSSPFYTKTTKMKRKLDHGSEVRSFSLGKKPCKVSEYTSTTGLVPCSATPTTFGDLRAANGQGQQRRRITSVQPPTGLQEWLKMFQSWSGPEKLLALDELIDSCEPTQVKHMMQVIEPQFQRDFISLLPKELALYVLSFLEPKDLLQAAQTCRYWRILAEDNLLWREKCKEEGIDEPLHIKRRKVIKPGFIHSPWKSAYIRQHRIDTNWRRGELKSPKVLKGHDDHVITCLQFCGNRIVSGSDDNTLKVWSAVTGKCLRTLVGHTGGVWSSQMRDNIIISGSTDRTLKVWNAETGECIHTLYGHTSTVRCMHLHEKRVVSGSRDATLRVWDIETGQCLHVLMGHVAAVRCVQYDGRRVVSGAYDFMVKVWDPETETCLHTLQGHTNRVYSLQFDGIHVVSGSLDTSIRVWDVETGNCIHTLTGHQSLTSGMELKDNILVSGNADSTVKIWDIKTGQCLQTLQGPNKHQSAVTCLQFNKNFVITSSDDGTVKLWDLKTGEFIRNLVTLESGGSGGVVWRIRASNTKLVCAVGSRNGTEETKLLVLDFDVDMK
TEAD-YAP block: TEAD-YAP interaction inhibition; inhibition, % at 9.12 µM; 640,000 compounds, 1.4% hits; AID 1259422; HEK-TIYL cells, TEAD-Gal4/YAP UAS-luciferase luminescence; in the data active = inhibition above about 32%;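 note: 0% = median of test compound wells and 100% = reference inhibitor wells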
GPR151 ag: human GPR151 activation; Q8TDV0; PathHunter beta-arrestin GPR151 cells, luminescence; activation, % at 11.2 µM; 650,000 compounds, 1% hits; in the data active = activation above about 4.9%;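 note: 0% = median of compound wells and 100% = cells with positive control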
Target sequence (Q8TDV0 whole entry, looked up): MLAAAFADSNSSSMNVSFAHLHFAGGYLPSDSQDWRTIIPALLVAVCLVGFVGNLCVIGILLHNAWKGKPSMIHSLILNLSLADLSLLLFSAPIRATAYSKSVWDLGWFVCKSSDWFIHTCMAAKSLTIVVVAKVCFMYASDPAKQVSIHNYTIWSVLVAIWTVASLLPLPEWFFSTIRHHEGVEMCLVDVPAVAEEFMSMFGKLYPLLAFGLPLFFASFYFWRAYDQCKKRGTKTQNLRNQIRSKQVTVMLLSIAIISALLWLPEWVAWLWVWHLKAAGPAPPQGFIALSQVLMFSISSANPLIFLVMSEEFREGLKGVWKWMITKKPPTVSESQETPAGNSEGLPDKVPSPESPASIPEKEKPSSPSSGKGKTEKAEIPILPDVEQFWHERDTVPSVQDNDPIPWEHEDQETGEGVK
* hit, by the source's call. Rows were taken by chance; 3.5% or so of the library scored in one or more.

How did COC(=O)COc1cc(OCC(=O)OC)c2c3c(c(=O)oc2c1)CCC3 do in these assays?
MITF inh: -9; FBW7 activator: 0.0; TEAD-YAP block: 4; GPR151 ag: -0.5

What do the screens show for `COc1ccccc1C(=O)C(=O)c1ccccc1OC`?
MITF inh: 3; FBW7 activator: 0.0; TEAD-YAP block: 9; GPR151 ag: 0.3

Results for CCN1CCN(c2cc(NCCO)c3c4c(onc24)-c2ccccc2C3=O)CC1 ?
MITF inh: 31; FBW7 activator: -0.6; TEAD-YAP block: 27; GPR151 ag: -1.7

Results for COC(=O)CSC1=NS(=O)(=O)c2ccccc21 ?
MITF inh: 11; FBW7 activator: -0.1; TEAD-YAP block: 3; GPR151 ag: 0.4

Results for Nc1nc2ccccc2n1C(=O)Cc1ccccc1 ?
MITF inh: 16; FBW7 activator: 0.1; TEAD-YAP block: -12; GPR151 ag: -0.2

Results for CCN(CC)CCS(=O)c1ccccc1 (stereo not drawn) ?
MITF inh: 7; FBW7 activator: -0.1; TEAD-YAP block: 2; GPR151 ag: 0.6

What do the screens show for `Cc1cc(N2CCN(C)CC2)nc2ccc(NC(=O)/C=C/c3ccc4c(c3)OCO4)cc12`?
MITF inh: 15; FBW7 activator: -0.2; TEAD-YAP block: -20; GPR151 ag: 0.6

Results for CN(C)c1cccc(NC(=O)c2cc(F)c(F)cc2Cl)c1 ?
MITF inh: -31; FBW7 activator: -0.1; TEAD-YAP block: -13; GPR151 ag: 2.1

How did CC(=O)N1CCN(Cc2ccc3c(c2)CN(C(=O)c2ccnc(Cl)c2)CCO3)CC1 do in these assays?
MITF inh: 15; FBW7 activator: 0.8; TEAD-YAP block: 1; GPR151 ag: 0.7

How did CC1=C(C(=O)Nc2cc(Cl)ccc2C)C(c2cccs2)NC(=O)N1 (stereo not drawn) do in these assays?
MITF inh: 5; FBW7 activator: 0.1; TEAD-YAP block: 4; GPR151 ag: 0.1

How did CCCCCc1nc2sc3c(c2c(=O)n1N)CCCC3 do in these assays?
MITF inh: 2; FBW7 activator: 0.6; TEAD-YAP block: -7; GPR151 ag: 0.8

What do the screens show for `CCN(CC)C(=O)C1CCCN(c2ncc(C)c(NCc3ccccc3)n2)C1` (stereo not drawn)?
MITF inh: 8; FBW7 activator: 0.4; TEAD-YAP block: 1; GPR151 ag: -0.3

How did Cc1ccc2c(CN3C(=O)NC4(CCc5ccccc54)C3=O)cc(=O)oc2c1 (stereo not drawn) do in these assays?
MITF inh: -1; FBW7 activator: 0.1; TEAD-YAP block: 5; GPR151 ag: 1.2

What do the screens show for `CCOC(=O)c1sc2ncnc(Nc3ccc(C)cc3)c2c1C`?
MITF inh: 0; FBW7 activator: 0.0; TEAD-YAP block: 11; GPR151 ag: 1.5

Results for Cc1ncsc1CCC(=O)N1CCc2nnc(CNC(=O)c3cccc(F)c3)n2CC1 ?
MITF inh: 2; FBW7 activator: 0.3; TEAD-YAP block: -1; GPR151 ag: 0.6

The final 5 compounds of the section before are carried over, then new ones follow:
How did CCCCCc1nc2sc3c(c2c(=O)n1N)CCCC3 do in these assays?
MITF inh: 2; FBW7 activator: 0.6; TEAD-YAP block: -7; GPR151 ag: 0.8

What do the screens show for `CCN(CC)C(=O)C1CCCN(c2ncc(C)c(NCc3ccccc3)n2)C1` (stereo not drawn)?
MITF inh: 8; FBW7 activator: 0.4; TEAD-YAP block: 1; GPR151 ag: -0.3

How did Cc1ccc2c(CN3C(=O)NC4(CCc5ccccc54)C3=O)cc(=O)oc2c1 (stereo not drawn) do in these assays?
MITF inh: -1; FBW7 activator: 0.1; TEAD-YAP block: 5; GPR151 ag: 1.2

What do the screens show for `CCOC(=O)c1sc2ncnc(Nc3ccc(C)cc3)c2c1C`?
MITF inh: 0; FBW7 activator: 0.0; TEAD-YAP block: 11; GPR151 ag: 1.5

Results for Cc1ncsc1CCC(=O)N1CCc2nnc(CNC(=O)c3cccc(F)c3)n2CC1 ?
MITF inh: 2; FBW7 activator: 0.3; TEAD-YAP block: -1; GPR151 ag: 0.6

How did COc1ccc(CNC(=O)c2cnn3c(C)c(Cc4cccc(Cl)c4)c(C)nc23)cc1 do in these assays?
MITF inh: 7; FBW7 activator: 0.2; TEAD-YAP block: 21; GPR151 ag: 0.8

How did Cc1cccc(CNc2nc(C)c(-c3ccn(C)n3)s2)c1 do in these assays?
MITF inh: -14; FBW7 activator: 0.0; TEAD-YAP block: -6; GPR151 ag: -1.7

Results for Nc1ccc2nc(C3CCCCC3)[nH]c2c1 ?
MITF inh: 12; FBW7 activator: 0.0; TEAD-YAP block: -9; GPR151 ag: -0.2

Results for O=C(NCCc1ccccc1)c1ccc(C(F)(F)F)cc1 ?
MITF inh: 13; FBW7 activator: 0.1; TEAD-YAP block: 25; GPR151 ag: -3.0

Results for COCc1ccc(C(=O)Nc2ccc(C(=O)O)cc2)o1 ?
MITF inh: -6; FBW7 activator: -0.2; TEAD-YAP block: -26; GPR151 ag: -3.1

Results for Cc1c2c(n3c(nc4ccccc43)c1C#N)N(CCN(C)C)CC2 ?
MITF inh: 18; FBW7 activator: 0.2; TEAD-YAP block: -12; GPR151 ag: -0.2

What do the screens show for `NS(=O)(=O)c1cc(C(=O)OCC(=O)NCCc2ccccc2)c(Cl)cc1Cl`?
MITF inh: -3; FBW7 activator: 0.0; TEAD-YAP block: -2; GPR151 ag: 1.5

How did CCN1C(=O)S/C(=C/c2cccn2-c2ccc([N+](=O)[O-])cc2)C1=O do in these assays?
MITF inh: 3; FBW7 activator: -0.2; TEAD-YAP block: -5; GPR151 ag: -1.0

What do the screens show for `Cc1ccc(CNC(=O)CSc2nc3ccsc3c(=O)n2Cc2ccccn2)cc1`?
MITF inh: 10; FBW7 activator: -0.1; TEAD-YAP block: -4; GPR151 ag: 1.3

Results for O=C(NCC1COc2ccccc2O1)C(=O)N1CCCCC1 (stereo not drawn) ?
MITF inh: 9; FBW7 activator: 0.0; TEAD-YAP block: -4; GPR151 ag: -0.5

What do the screens show for `COc1ccc(C2CC(=O)N(CC(=O)Nc3ccccc3)c3ccccc3S2)cc1` (stereo not drawn)?
MITF inh: 10; FBW7 activator: 0.4; TEAD-YAP block: 1; GPR151 ag: 1.5

Results for O=C(Nc1nc(-c2nc3ccccc3s2)cs1)c1ccc([N+](=O)[O-])o1 ?
MITF inh: -2; FBW7 activator: 0.0; TEAD-YAP block: -30; GPR151 ag: 3.0

Results for COc1cc(Nc2nc(NCCN(C(C)C)C(C)C)c3ncn(-c4ccsc4)c3n2)cc(OC)c1OC ?
MITF inh: -3; FBW7 activator: -0.1; TEAD-YAP block: 9; GPR151 ag: -0.7

How did Cc1cc2[nH]c(=O)c(=O)[nH]c2cc1S(=O)(=O)N1CCN(c2cccc(Cl)c2)CC1 do in these assays?
MITF inh: 7; FBW7 activator: -0.1; TEAD-YAP block: 10; GPR151 ag: 1.9

What do the screens show for `O=C(Nc1sc2c(c1C(=O)N1CCOCC1)CCCCC2)c1ccco1`?
MITF inh: 5; FBW7 activator: 0.1; TEAD-YAP block: 4; GPR151 ag: -0.5

What do the screens show for `Cn1c(=O)c2c(nc(SCc3ccccc3)n2Cc2ccc(F)cc2)n(C)c1=O`?
MITF inh: 10; FBW7 activator: 0.0; TEAD-YAP block: 1; GPR151 ag: 0.0

How did O=C(NC12CC3CC(CC(C3)C1)C2)c1ccc(CN2CCCCCC2)[nH]c1=O do in these assays?
MITF inh: 4; FBW7 activator: -0.1; TEAD-YAP block: -4; GPR151 ag: 0.5

What do the screens show for `c1cncc(CNc2nc(Nc3ccc4ncccc4c3)nc3c2ncn3-c2ccsc2)c1`?
MITF inh: 3; FBW7 activator: -0.1; TEAD-YAP block: 33*; GPR151 ag: -1.5

What do the screens show for `COC(=O)c1cccc(N2C(=O)C3C4C=CC(O4)C3C2=O)c1` (stereo not drawn)?
MITF inh: 13; FBW7 activator: 0.1; TEAD-YAP block: -2; GPR151 ag: -0.2

How did CCCCCCCNC(=O)CN1N=C(c2ccccc2)CCC1=O do in these assays?
MITF inh: 8; FBW7 activator: 0.3; TEAD-YAP block: 5; GPR151 ag: -0.3

How did O=C(COC(=O)Cc1c(F)cccc1Cl)Nc1ccc2[nH]c(=O)[nH]c2c1 do in these assays?
MITF inh: 8; FBW7 activator: 0.0; TEAD-YAP block: 7; GPR151 ag: 1.6

Results for CCC(=O)N1CCc2cc(S(=O)(=O)NCCN3CCC(C)CC3)ccc21 ?
MITF inh: 6; FBW7 activator: 0.0; TEAD-YAP block: -6; GPR151 ag: 1.0

How did O=C(CCn1c(SCC(=O)NCc2ccccc2)nc2ccccc2c1=O)NCCc1ccccc1 do in these assays?
MITF inh: -8; FBW7 activator: 0.0; TEAD-YAP block: -7; GPR151 ag: 0.0

Results for O=C(NCc1nnc2n1CCN(Cc1ccc3ccccc3c1)CC2)c1ccccn1 ?
MITF inh: 7; FBW7 activator: 0.1; TEAD-YAP block: -7; GPR151 ag: 1.2

What do the screens show for `CC1CC(C)CN(S(=O)(=O)c2ccc(C(=O)Nc3nc(-c4ccc(C#N)cc4)cs3)cc2)C1` (stereo not drawn)?
MITF inh: -11; FBW7 activator: -0.1; TEAD-YAP block: -7; GPR151 ag: 2.7

How did O=C(Nc1ccc(F)cc1)C(Cc1ccccc1)N1C(=O)C2C3c4ccccc4C(c4ccccc43)C2C1=O (stereo not drawn) do in these assays?
MITF inh: 4; FBW7 activator: -0.2; TEAD-YAP block: 1; GPR151 ag: 1.4

What do the screens show for `COC(=O)COc1cccc(/C=C2\Oc3cc(OC)ccc3C2=O)c1`?
MITF inh: -3; FBW7 activator: 0.0; TEAD-YAP block: 4; GPR151 ag: 4.5

What do the screens show for `CC1=C(C(=O)Nc2cccc(C(F)(F)F)c2)C(c2sccc2C)C2=C(CCCC2=O)N1` (stereo not drawn)?
MITF inh: 3; FBW7 activator: 0.1; TEAD-YAP block: -1; GPR151 ag: -1.7

How did COc1ccc(Cl)cc1-n1c(C)nc2cc(C(=O)NCCc3ccccc3)ccc21 do in these assays?
MITF inh: -1; FBW7 activator: 0.5; TEAD-YAP block: 15; GPR151 ag: -2.7

What do the screens show for `CCOc1ccccc1NC(=O)c1c(NCc2cccnc2)sc2c1CCCCC2`?
MITF inh: 8; FBW7 activator: -0.3; TEAD-YAP block: -11; GPR151 ag: -0.2

What do the screens show for `O=C(c1ccc(-c2ccc(Cl)cc2Cl)o1)N1CCN(c2ccc([N+](=O)[O-])cc2)CC1`?
MITF inh: -6; FBW7 activator: 0.0; TEAD-YAP block: -4; GPR151 ag: -1.3

What do the screens show for `CCOC(=O)c1ccc(NC(=O)CSc2nc3ccsc3c(=O)n2-c2ccccc2)cc1`?
MITF inh: 14; FBW7 activator: 0.6; TEAD-YAP block: 7; GPR151 ag: 0.4

What do the screens show for `O=C(CSc1nc2ccccc2c(=O)n1NC(=O)CCc1c[nH]c2ccccc12)NCC1CCCO1` (stereo not drawn)?
MITF inh: 0; FBW7 activator: -0.1; TEAD-YAP block: -4; GPR151 ag: -0.1

What do the screens show for `OCCn1c2ccccc2c2nc3ccccc3nc21`?
MITF inh: -2; FBW7 activator: 0.0; TEAD-YAP block: -9; GPR151 ag: 1.3

What do the screens show for `COc1cccc(NC(=O)N(Cc2nnc3n2CCCCC3)c2ccccc2C)c1`?
MITF inh: -4; FBW7 activator: 0.0; TEAD-YAP block: -3; GPR151 ag: 1.6

What do the screens show for `CC(C)[C@H](NC(N)=O)C(=O)Nc1ccc2c(c1)CCC2`?
MITF inh: -12; FBW7 activator: 0.0; TEAD-YAP block: -5; GPR151 ag: -1.6

How did CCn1cc(C(=O)Nc2ccccc2OC)c(=O)c2ccc(C)nc21 do in these assays?
MITF inh: 6; FBW7 activator: 0.2; TEAD-YAP block: -28; GPR151 ag: -0.4

Results for Nc1c(C(=O)Nc2ccc(Cl)cc2)nnn1Cc1cccc(Br)c1 ?
MITF inh: 12; FBW7 activator: 0.0; TEAD-YAP block: 14; GPR151 ag: -1.0

What do the screens show for `Cc1cc(-c2cnc(N3CCC(C)CC3)nc2C2CCN(C(=O)c3cnccn3)CC2)on1`?
MITF inh: 4; FBW7 activator: 0.1; TEAD-YAP block: -8; GPR151 ag: -0.8

Results for COc1ccc(-c2nc3cc(NC(=O)c4ccc(OCc5ccccc5)cc4)ccc3o2)cc1 ?
MITF inh: -12; FBW7 activator: 0.1; TEAD-YAP block: -9; GPR151 ag: -0.9

What do the screens show for `COc1ccc(-n2nc([N+](=O)[O-])c(=Nc3cccc(Cl)c3C)n2O)cc1`?
MITF inh: 9; FBW7 activator: 0.1; TEAD-YAP block: 13; GPR151 ag: 1.1

What do the screens show for `CS(=O)(=O)N1N=C(c2ccc(Cl)cc2)CC1c1cccs1` (stereo not drawn)?
MITF inh: -3; FBW7 activator: 0.1; TEAD-YAP block: -50; GPR151 ag: 0.1

What do the screens show for `CC1(C)CC(=O)C2=C(C1)N(c1ccc(Cl)cc1)C(N)=C(C#N)C2c1ccc([N+](=O)[O-])cc1` (stereo not drawn)?
MITF inh: 19; FBW7 activator: 0.5; TEAD-YAP block: -3; GPR151 ag: -0.8

Results for Cc1ccc(-c2ocnc2C(=O)Nc2nc(-c3ccccn3)cs2)cc1 ?
MITF inh: 13; FBW7 activator: 0.4; TEAD-YAP block: 1; GPR151 ag: -0.7

What do the screens show for `CCCCN(C)S(=O)(=O)c1ccc2[nH]c(=O)ccc2c1`?
MITF inh: 3; FBW7 activator: -0.1; TEAD-YAP block: 1; GPR151 ag: 0.3

How did COC(CN(C)c1ccc(-c2ccc(C(C)=O)s2)cn1)OC do in these assays?
MITF inh: 13; FBW7 activator: -0.6; TEAD-YAP block: 30; GPR151 ag: 1.8

Results for CCN(CC)CCNS(=O)(=O)c1ccc(Br)c(C)c1 ?
MITF inh: -3; FBW7 activator: 0.0; TEAD-YAP block: -2; GPR151 ag: 0.1
